# From PubChem BioAssay
# MCF10A rereplic = A quantitative high throughput screen for small molecules that induce DNA re-replication in MCF 10a normal breast cells | Potency, µM (top dose mostly 46.1 µM), inactives show at the highest dose activity, positive = re-replication, hits mostly activators | MCF 10A DNA re-replication, Hoechst nuclear intensity, 48 h | 2.9% of 350,000 active | AID 624296, 2012; further: potency means the concentration at half of the fitted maximal effect; % of control where 0% means no effect; nearly all actives have a fitted effect of over 50% in size
# ATXN viability = Viability Counterscreen for Primary qHTS for Inhibitors of ATXN expression; S2 cells (HEK-293 line with an ATXN2-luciferase reporter) viability, CellTiter-Fluor protease fluorescence, 24 h; Potency, µM (top dose mostly 56.7 µM), actives largely listed as cytotoxic; 0.49% of 400,000 active; further: potency means the concentration at half of the fitted maximal effect; nearly all actives have a fitted effect of over 40% in size
# IL-1B inflam inh = qHTS for Inhibitors of Inflammasome Signaling: IL-1-beta AlphaLISA Primary Screen; 4.7% of 360,000 active; activity change, % at 57.5 µM; AID 743279, 2014; THP-1 LPS/ATP IL-1B secretion, AlphaLISA, 16 h; hits give low values; in the data active means activity change below about -50%; inconclusive means mostly about -30% to -49%; further: on the % scale 0 is the no-effect control and ±100 the full control effect
#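 THP-1 cells pretreated 1 hr with compounds (up to 57.5 uM final), then stimulated with LPS (250 ng/mL final) plus ATP (1.25 mM final); secreted IL-1B measured by AlphaLISA after 16 hr, decreased signal indicating inhibition.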
# HT1080 IDH1KD tx = qHTS for induction of synthetic lethality in tumor cells producing 2HG: qHTS for the HT-1080-IDH1KD cell line; HT-1080 IDH1 knockdown viability, ATP luminescence, 48 h; Potency, µM (doses to about 46.1 µM), inactives show top-dose activity, negative = toxicity, most hits filed as cytotoxic; 2% of 360,000 active; AID 686971, 2013;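 further: potency means the concentration at half of the fitted maximal effect; 0% = DMSO wells and -100% = cell-free medium wells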
#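 Cytotoxicity counter-line: IDH1KD HT-1080, 48 h, CellTiter-Glo. Curves classed by r2, magnitude and activity.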
# SW480 rereplic = A quantitative high throughput screen for small molecules that induce DNA re-replication in SW480 colon adenocarcinoma cells. SW480 DNA re-replication, Hoechst DNA content imaging, 48 h. Potency, µM (series often up to 46.1 µM), for the others: top-dose re-replication activation, actives largely listed as activators. 1.8% of 340,000 active; further: potency means the concentration at half of the fitted maximal effect; % of control where 0% means no effect; nearly all actives have a fitted effect of over 55% in size
#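 Cells (250 per well) received 23 nL compound or DMSO by pin tool and were kept 48 hr at 37 C, 5% CO2. Nuclei were then stained with Hoechst for 40 min and scanned for DNA content.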
# HT1080-NT tox = qHTS for induction of synthetic lethality in tumor cells producing 2HG: qHTS for the HT-1080-NT fibrosarcoma cell line | HT-1080-NT fibrosarcoma viability, CellTiter-Glo ATP luminescence, 48 h | Potency, µM (highest dose often 46.1 µM), inactives show at the highest dose activity, negative = less viability, actives largely listed as cytotoxic | 1.6% of 360,000 active;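 further: NT is the 2HG producing partner of a matched IDH1 knockdown line; potency means the concentration at half of the fitted maximal effect; 0% = DMSO-treated cells and -100% = media-only wells without cells; nearly all actives have a fitted effect of over 55% in size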
#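 Toxicity toward the 2HG-producing NT line was scored as %Activity, normalised to DMSO and no-cell wells, from CellTiter-Glo luminescence after 48 hours' treatment.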
# KB-3-1 cytotox = qHTS assay for MDR1-selective chemotherapeutics: Primary screen using the parental adenocarcinoma cell KB-3-1; Potency, µM (titrated, usually from 46.1 µM), inactives show at the top dose activity change, negative = cytotoxic, most hits filed as cytotoxic; AID 1347075, 2019; 1.4% of 400,000 active; KB-3-1 viability, CellTiter-Glo ATP luminescence, 72 h; further: potency means the concentration at half of the fitted maximal effect; on the % scale 0 is the no-effect control and ±100 the full control effect; nearly all actives have a fitted effect of over 60% in size
#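 72 h, 37 °C compound treatment of KB-3-1 parental cells; CellTiter-Glo added, 10 min, luminescence read. Data corrected against DMSO-only plates and normalized before curve fitting.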
# KB-V1 cytotox = qHTS assay for MDR1-selective chemotherapeutics: Primary screen using the drug-selected MDR subline cells KB-V1. Potency, µM (titrated, usually from 46.1 µM), inactives show at the highest dose activity change, negative = cytotoxicity, usual class: cytotoxic. 3.4% of 400,000 active. AID 1347076, 2019. KB-V1 MDR cells viability, CellTiter-Glo, 72 h; further: potency means the concentration at half of the fitted maximal effect; on the % scale 0 is the no-effect control and ±100 the full control effect; nearly all actives have a fitted effect of over 60% in size
#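 KB-V1 cells (P-gp-expressing MDR subline of KB-3-1) in phenol-red-free DMEM with 10% FBS were exposed to library compounds over a concentration series for 72 h at 37 degrees C. Viability read by CellTiter-Glo luminescence; concentration-effect curves fitted after normalization.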
# ATXN2 expr inh = Primary qHTS for Inhibitors of ATXN expression; Potency, µM (doses to about 57 µM), without a hit: at the top dose activity change, negative = inhibition, hits mostly inhibitors; HEK-293 ATXN2-luciferase reporter, luminescence, 24 h; AID 1745845, 2022; 0.72% of 360,000 active; further: potency means the concentration at half of the fitted maximal effect; on the % scale 0 is the no-effect control and ±100 the full control effect; nearly all actives have a fitted effect of over 55% in size
#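 ATXN2-luciferase reporter cells (luciferase flanked by upstream and downstream ATXN2 gene portions) were treated 24 h at 37 °C with compounds at up to 57 uM. SteadyGlo luminescence gave expression; GF-AFC fluorescence gave viability.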
# Active calls of the source: *; i = inactive; ? = inconclusive; . = no result given; [ ] = remark or other dose. Unless noted, the call rests on the fitted dose curve; in most records, active means well fitted curve in the direction sought with a large enough effect; inconclusive means small, poorly fitted or top-dose-only effect, or another doubt; inactive means no such curve, though single readings can be large; an effect the other way counts as inactive or inconclusive. Outcome played no part in choosing rows; overall some 11% were active at least once.
molecule	IL-1B inflam inh	KB-3-1 cytotox	ATXN2 expr inh	MCF10A rereplic	KB-V1 cytotox	HT1080 IDH1KD tx	HT1080-NT tox	ATXN viability	SW480 rereplic
Cc1cccc([N+](=O)[O-])c1C(=O)O	1	0%	-1%	-6%	12%	-2%	-18%	i	-11%
O=C(Cn1c(=O)n(CCCC(=O)NC2CCCC2)c(=O)c2ccccc21)NCCC1=CCCCC1	9	14%	3%	1%	-4%	-6%	-10%	i	20%
CCOC(=O)c1c(S(=O)(=O)NCC(=O)Nc2cccc(C)n2)c(C)n(C)c1C	5	5%	10%	0%	3%	-2%	0%	i	12%
CCCN(CCC)C(=O)Cn1c(=O)n(CCCCC(=O)NCc2ccco2)c(=O)c2ccccc21	5	14%	-3%	1%	16%	6%	11%	i	-1%
Cc1noc(C)c1COC(=O)CCC(=O)c1ccc(F)cc1	16	-2%	-2%	2%	0%	0%	-4%	i	1%
Cc1ccc(C)c(NC(=O)CN(C)C(=O)C2CCN(C(=O)Nc3ccccc3)CC2)c1	-16	6%	23%	-31%[inhibitor]	16%	7%	?	i	-43%[inhibitor]
CC(=O)Oc1c(-c2ccco2)oc2ccccc2c1=O	-82*	-4%	-5%	?	?	?	?	.	16µM*
O=C(O)CC1(CC(=O)Nc2cccc(C(F)(F)F)c2)CCCC1	17	0%	18%	1%	-2%	-11%	-10%	i	-5%
O=C(NC1CCCC1)c1ccc(Cl)c(S(=O)(=O)N2CCOCC2)c1	45	1%	7%	-3%	-22%	7%	8%	i	-5%
COc1cc(-c2[nH]nc3c2C(c2ccco2)C(C#N)=C(N)O3)cc(OC)c1OC (stereo unspecified)	-4	2%	.	?	25%	-7%	0%	i	0%
O=C(NCc1ccccc1)c1ccc2c(=O)n(CC3CCCO3)c(=S)[nH]c2c1 (stereo unspecified)	40	20%	15%	6%	7%	0%	8%	i	-1%
CCSc1nnc2ccc(-c3ccc(OC)c(OC)c3)nn12	-68*	-4%	18%	-27%	-11%	-17%	-16%	i	-3%
O=C(CCNS(=O)(=O)c1ccc(Br)s1)NCc1ccc2c(c1)OCO2	19	19%	-5%	0%	?	-12%	0%	i	-11%
CCC(=O)N1CCc2cc(S(=O)(=O)NC(Cc3ccccc3)C(=O)Nc3ccc(Cl)cc3)ccc21 (stereo unspecified)	.	-8%	-8%	.	11%	.	.	i	.
Cc1ccccc1CN1C(=O)CSCC1(C)C(=O)NC(C)C (stereo unspecified)	-7	5%	.	.	-4%	0%	6%	.	.
Brc1cnc(N2CCCC2)nc1N1CCOCC1	23	?	3%	15%	?	-1%	-5%	i	-4%
COc1ccc(C(=O)N/C(=C\c2ccc(OC)c(OC)c2)C(=O)N2CCCCC2)cc1	13	13%	-13%	-9%	-23%	-9%	2%	i	-10%
Clc1cccc(N/N=C(\Cc2nc3ccccc3[nH]2)c2ccccc2)c1	-104*	?	0%	?	21µM*	-23%	4%	?	?
Cc1cc(C)cc(OCC(=O)Nc2nc3ccc([N+](=O)[O-])cc3s2)c1	16	0%	-9%	28%	-22%	-5%	-2%	i	-3%
CCOC(=O)c1cccc(NC(=O)CCSCCc2ccccn2)c1	.	24%	8%	.	3%	.	.	i	.
CC(C)c1ccc(CC(=O)N2CCC2(C)C(=O)NS(=O)(=O)c2cccc(OC(F)F)c2)cc1 (stereo unspecified)	33	0%	-4%	.	11%	21%	5%	i	.
COc1ccc(N(CC(=O)Nc2cccnc2)S(C)(=O)=O)cc1	1	4%	-7%	-1%	-1%	22%	10%	i	-3%
CCC(=O)NC(=S)NNC(=O)c1ccc(O)cc1	14	1%	-28%	-16%	3%	-3%	5%	i	3%
Cc1cccc(N2CCC(NCc3c(C(=O)N4CCCCC4)nc4c(C)cccn34)CC2)c1	-5	2%	-30%	11%	-1%	10%	2%	i	1%
COc1ccc(NC(=O)COC(=O)COc2cccc3c2OC(C)(C)C3)cc1	8	16%	-1%	-1%	27%	3%	4%	i	-3%
CCNC(=O)C[C@@H]1CC[C@@H]2NC[C@@H](O)COC[C@H]2O1	9	14%	.	.	0%	24%	16%	.	.
Cc1ccc2c(c1)COc1c3ccc(C(=O)NCCO)cc3nn1-2	?	2%	32%	-32%[inhibitor]	-4%	6%	0%	i	-43%[inhibitor][9.22 µM]
O=C(c1cc(-c2cccs2)nc2ccccc12)N1CCN(S(=O)(=O)c2cccc(F)c2)CC1	1	-7%	0%	19%	9%	-13%	-2%	i	2%
CC(C)N1CC(C(=O)Nc2cc(Cl)cc(Cl)c2)CC1=O (stereo unspecified)	0	-8%	.	16%	8%	0%	-6%	i	2%
O=[N+]([O-])c1cccc(/C=N/NC2=NCCCCC2)c1	-25	-7%	13%	?	-40%	-6%	-1%	i	11%
CC(OC(=O)Cn1cnc2ccccc2c1=O)C(=O)N(C)c1ccccc1 (stereo unspecified)	24	0%	-1%	4%	-19%	-10%	-11%	i	-6%
CCC1CCCCN1CCCNC(=O)c1c(C)oc2ncn(CC(C)C)c(=O)c12 (stereo unspecified)	.	-13%	-3%	.	11%	.	.	i	.
O=C(N/N=C/C=C/c1ccco1)c1ccccc1Cl	-10	19%	16%	?	11%	-9%	-16%	?	23%
Nc1ccc(Cc2ccc([N+](=O)[O-])cc2)cc1	-50*	12%	5%	11%	12%	-10%	-8%	i	-2%
CCCCC1CCC(c2nc(-c3cccnc3)no2)CC1 (stereo unspecified)	9	-8%	3%	13%	-3%	8%	7%	i	0%
CCCn1c(O)c(N=NC(=O)c2ccco2)c2ccccc21	-8	?	-16%	14%	2.6µM*	15%	20%	i	4%
Cc1cccc(CCNC(=O)C2CCN(S(=O)(=O)c3cccc4nsnc34)CC2)c1	-5	-10%	-13%	18%	?	5%	5%	i	?
Cc1ccc(O)c(NC(=O)c2cccc(S(=O)(=O)N3CCCCC3)c2)c1	-9	-19%	5%	8%	0%	-11%	-3%	i	22%
COc1ccc(/C=N/N2CCN(C)CC2)cc1O	18	5%	-11%	-12%	?	-2%	6%	i	0%
COc1ccccc1CN(C)c1nnnn1-c1ccccc1	-24	-2%	6%	1%	2%	-1%	5%	i	9%

# 2 compounds picked at random from the list so far:
molecule	IL-1B inflam inh	KB-3-1 cytotox	ATXN2 expr inh	MCF10A rereplic	KB-V1 cytotox	HT1080 IDH1KD tx	HT1080-NT tox	ATXN viability	SW480 rereplic
Cc1ccccc1CN1C(=O)CSCC1(C)C(=O)NC(C)C (stereo unspecified)	-7	5%	.	.	-4%	0%	6%	.	.
O=C(O)CC1(CC(=O)Nc2cccc(C(F)(F)F)c2)CCCC1	17	0%	18%	1%	-2%	-11%	-10%	i	-5%

# The results go on:
molecule	IL-1B inflam inh	KB-3-1 cytotox	ATXN2 expr inh	MCF10A rereplic	KB-V1 cytotox	HT1080 IDH1KD tx	HT1080-NT tox	ATXN viability	SW480 rereplic
FC(F)(F)c1cnc(N/N=C/c2ccncc2)c(Cl)c1	-6	-4%	5%	0%	-14%	12%	10%	i	-6%
Cc1cccc(C(=O)N=C2SC3CS(=O)(=O)CC3N2c2ccccc2)c1 (stereo unspecified)	-18	18%	-12%	2%	-25%	-15%	-10%	i	-1%
Cc1ccccc1Cn1cc(/C=N/n2cnnc2)c2ccccc21	?	-28%	-7%	?	?	?	?	i	29%
O=C1c2ccc(-c3nc4ccccc4o3)cc2C(=O)N1Cc1ccccc1	15	1%	2%	6%	7.3µM*	-4%	3%	?	3%
COCCOC1CCN(C(=O)c2cc(COc3ccc(F)cc3F)on2)CC1	-12	-18%	22%	1%	2%	2%	1%	?	-7%
CN(C(=O)CSc1nnc(C2CC2)n1C1CC1)C1(C#N)CCCCC1	0	1%	6%	-3%	-17%	0%	-1%	i	-3%
CC1(C(=O)NS(=O)(=O)C2CC2)CCCN(C(=O)c2cccnc2Oc2ccccc2)C1 (stereo unspecified)	-7	0%	6%	.	4%	11%	?	i	.
CCOC(=O)c1cnc2c(N=Nc3ccccc3)c(N)nn2c1N	3	17%	16%	3%	?	1%	-1%	i	0%
CS(=O)(=O)N(CC(=O)O)c1cc(C(F)(F)F)ccc1Cl	0	0%	-4%	2%	?	6%	0%	i	-39%[inhibitor]
Cc1ccc2c(c1)NCC(C(=O)NCc1ccccc1)O2 (stereo unspecified)	-9	6%	1%	11%	25%	2%	1%	i	-18%
O=C(Cc1ccc(Cl)cc1)N/N=C/c1ccc(O)c(O)c1	14	?	.	.	?	-29%	-16%	?	.
Cc1cc(Nc2cccc(C(F)(F)F)c2)ncn1	.	-8%	-7%	.	0%	.	.	i	.
Cn1c2ccsc2c2ncn(Cc3ccc(F)cc3)c(=O)c21	.	0%	-2%	?	0%	.	.	i	0.26µM*
Cc1ccc(NC(=O)COC(=O)C2CC3CCCC(C2)C3=O)c([N+](=O)[O-])c1 (stereo unspecified)	2	16%	7%	0%	-4%	-2%	-5%	i	0%
Nc1ncnc2c1ncn2[C@@H]1O[C@H](C(=O)N[C@H](CO)Cc2ccc(O)cc2)[C@@H](O)[C@H]1O	20	0%	9%	.	14%	17%	20%	i	.
CCCNC(=O)c1cccc(COCC(F)(F)F)c1	9	-3%	-7%	5%	7%	13%	4%	i	-1%
Cc1cccc(N(CC(=O)NCCSCc2ccco2)S(=O)(=O)c2ccccc2)c1	.	0%	2%	?	-26%	-1%	-4%	i	0%
CC(=O)C1=C(O)C(=O)N(c2nccs2)C1c1ccccc1 (stereo unspecified)	13	0%	1%	-2%	0%	-5%	-2%	i	-6%
